Screens as filed in PubChem BioAssay.
ARNT TACC3 PPI – disrupts binding between human ARNT and TACC3. Q9Y6A5. AlphaScreen His-ARNT PAS-B/GST-TACC3 binding, luminescence; TACC3 fragment carries E629A point mutation. inhibition, % at 9.99 µM. 390,000 tested, 0.66% active;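 active = mean inhibition of replicates at least 50% and at least half of replicates each reaching 50%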;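 also: 0% = complete ARNT plus TACC3 wells and 100% = ARNT alone without TACC3; many hits fall short of the cut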
The depositor's hits bear a star; & = joins results of further samples.

Molecule,ARNT TACC3 PPI
CN(CCc1ccccn1)c1ncnc2[nH]ncc12,0.3
CCCn1c(=S)[nH]c2cc(C(=O)N3CCc4ccccc43)ccc2c1=O,0.3
O=C(CC1c2ccccc2Oc2ccccc21)NCc1ccco1,-12.6
CCCOc1ccc(-c2nnn(CC(=O)c3c[nH]c4ccccc34)n2)cc1,-50.8
CCOC(=O)Nc1ccc(S(=O)(=O)N2CCOCC2)cc1,-3.3
CC(=O)Nc1ccc(NC(=O)CC2Nc3cccc4cccc(c34)NC2=O)cc1 (stereo not drawn),8.6
C=CCOC(=O)C1=C(C)N=C2SCCC(=O)N2C1c1ccc(OC(=O)c2ccco2)cc1 (stereo not drawn),-4.2
O=C(CSc1nc2ccccc2[nH]1)NC(=O)NCc1ccco1,22.6
C=C(Br)Cn1c(CCC)nc2ccccc21,2.7
O=C(c1ccc(Br)s1)N1CCCC1,12.2
Nc1nnc(SCc2cccc(C(F)(F)F)c2)s1,-1.7
COc1ccc(CCN2C(=O)C3C4CC(C5C(C(=O)NN)=NOC45)C3C2=O)cc1OC (stereo not drawn),5.4
O=C1N=C(N2CCN(c3cccc4ccccc34)CC2)S/C1=C/c1cccs1,-1.8
O=C(c1cccnc1)N1CCN(C(=O)c2ccccc2F)CC1,-11.1
O=C(O)CSCC(=O)N1CCN(c2ccnc3cc(Cl)ccc23)CC1,-46.9
Cn1nnnc1SCc1ccc(C(=O)Nc2ccccc2F)cc1,0.8
c1ccc2nc(-c3ccncc3)ccc2c1,-5.8
COc1cc(CN2CCC(C(=O)N3CCC(C)CC3)CC2)cc(Br)c1O,-1.1
COc1cccc(N2CCN(CC(=O)C34CC5CC(CC(C5)C3)C4)CC2)c1,5.8
O=C1c2ccccc2S(=O)(=O)N1Cc1nc2ccccc2s1,-3.8
Cc1nn(-c2ccccc2)c(Cl)c1C1C(C#N)=C(N)OC2=C1C(=O)CC(C)(C)C2 (stereo not drawn),1.1
O=C1C=C(NCc2ccccc2)C2(CCCCC2)O1,12.8
O=c1c2ccccc2ncn1Cc1ccc(Cl)cc1,-2.8
Cc1ccc(Cl)cc1NC(=O)c1ccc(CSc2nnnn2C)cc1,-9.4
Cc1ccc(-c2nnn(CC(=O)NCCc3ccc4c(c3)OCO4)n2)o1,-4.0
Cn1c(=O)c2c(-c3ccccc3)n(Cc3ccccn3)cc2n(C)c1=O,8.4
O=c1c2ccccc2nc2n1CCCCC2,-2.2
COc1ccc(/C=N/NC(=O)c2ccc(Cn3cc([N+](=O)[O-])cn3)o2)cc1O,-7.1
COc1ccc(NS(=O)(=O)c2ccc3c(c2)Cc2ccccc2-3)cn1,6.0
COc1ccc(-c2nnc(SCC(=O)Nc3ccc(C)cc3)n2C)cc1,-4.2
COCCCN1C(=O)C(=O)/C(=C(/O)c2ccc(OC(C)C)cc2)C1c1cccnc1 (stereo not drawn),-4.2
Cn1nc(-c2ccccc2)c(C(=O)Nc2ccc(C(F)(F)F)cc2)c1Cl,4.7
COc1ccc(C(CNC(=O)COc2ccccc2OC)N(C)C)cc1OC (stereo not drawn),5.9
N#CC1=C(N)Oc2c(oc(CO)cc2=O)C1c1ccsc1 (stereo not drawn),6.8
O=C(N/N=C/C=C/c1ccccc1)C1CC1(c1ccccc1)c1ccccc1 (stereo not drawn),8.3
O=C(NCCCO)c1nc2ccccc2s1,-6.1
CC(C)N(CCn1c(=S)[nH]c2ccccc2c1=O)C(C)C,-2.6
COc1ccc(C)cc1NC(=O)CSc1nnc(CC(=O)Nc2ccccc2C)n1C,22.6
O=C1C2CC=CCC2C(=O)N1c1ncn[nH]1 (stereo not drawn),2.5
O=C(NC1CCCCCC1)c1nc2ncccn2n1,-39.5
Cc1ccc(C)c2[nH]c(=O)c(C(c3nnnn3Cc3ccco3)N3CCc4ccccc4C3)cc12 (stereo not drawn),4.7
CCCC(=O)N(c1ccc2oc(=O)sc2c1)S(=O)(=O)c1cccs1,15.0
CC(C)(C)NCC1(CO)SC(N)=NC1=O (stereo not drawn),-0.6
CNc1cc(CSC)nc(SCc2ccc(Cl)c(Cl)c2)n1,2.0
CC(C)NCC(O)COc1c(F)cc(Br)cc1F (stereo not drawn),-9.1
CN1C(=O)N(CN2CCCCC2)C2C1N(C)C(=O)N2CN1CCCCC1 (stereo not drawn),-1.1
Cc1cccc(Nc2nc(NCc3ccco3)nc(N3CCOCC3)n2)c1,12.7
CCOc1cc(/C=N/NC(=O)COc2cccc(C)c2)ccc1OC(=O)c1cccs1,-28.1
Clc1cccc(-c2cc3nc4c(c(NCc5ccco5)n3n2)CCCC4)c1,-1.9
CCOC(=O)c1cc(CC)sc1NC(=O)Cc1ccsc1,-23.0

New compounds follow.
Molecule,ARNT TACC3 PPI
Cc1ccc(SCCC(=O)Nc2cccc(N(C)S(C)(=O)=O)c2)cc1,-2.2
O=C(Nc1nc2ccccc2[nH]1)C1CC(=O)N(c2ccc3c(c2)OCCO3)C1 (stereo not drawn),8.5
CCOC(=O)c1ccccc1NC(=O)CN(c1ccccc1)S(=O)(=O)N(C)C,-6.3
CCC(C)(C)NC(=O)C(c1ccc(C)o1)N(Cc1cccs1)C(=O)Cn1nnc2ccccc21 (stereo not drawn),5.9
COc1cc(C(=O)Nc2sc(C(=O)N3CCOCC3)c(C)c2C#N)cc(OC)c1OC,-4.9
Cc1ccc(-c2csc3ncn(-n4c(C)ccc4C)c(=O)c23)o1,-13.2
COc1cc(C(=O)Nc2ccccc2N2CCN(S(C)(=O)=O)CC2)cc(OC)c1OC,8.9
COc1cccc(C2=NOC(C(=O)N3CCOCC3)C2)c1 (stereo not drawn),-7.0
Cc1ccccc1-n1c(SCc2c(C)noc2C)nnc1-c1c[nH]c2ccccc12,0.7
CC1=C(C(=O)Nc2ccccc2)C(c2ccc(N(C)C)cc2)NC(=O)N1 (stereo not drawn),28.9
CCn1c(SCC(=O)NCc2ccco2)nc2c(c1=O)SC(C)C2 (stereo not drawn),18.2
Cn1cnnc1SCc1ccc(C#N)cc1,-13.1
CC(C)C[C@@H]1CN=C(N)N1C[C@@H]1CCCN1C[C@H](C)N1C[C@@H](Cc2ccccc2)N(CCc2ccc(Cl)c(Cl)c2)C1=N,6.6
CCN1C(=O)/C(=C\N2CCN(c3ccccc3)CC2)SC1=S,-3.0
Cn1nnc2cc(C(=O)NCc3ccc4c(c3)OCO4)ccc21,0.9
O=C1C(=O)N(CCOCCO)C(c2ccccn2)/C1=C(\O)c1ccccc1 (stereo not drawn),-3.0
O=C(Cn1cnc2scc(-c3ccccc3)c2c1=O)N1CCOCC1,4.6
CCOc1cccc2c1OC1(C)CC2NC(=O)N1c1ccc(OC)cc1 (stereo not drawn),-6.7
Cc1sc(NC(=O)C2CCCCC2C(=O)O)c(C(N)=O)c1-c1ccc(C(C)(C)C)cc1 (stereo not drawn),-6.4
Cc1cc(Nc2ccccc2)nn1C(=O)c1ccc(Br)cc1,6.6
CC(=O)c1c(C)[nH]c(C(=O)OCC(=O)Nc2cc(C)on2)c1C,6.3
COc1ccccc1S(=O)(=O)Nc1ccc(-c2nnc3n2CCCCC3)cc1,-0.9
O=C(CSc1nnc(-c2ccccn2)n1Cc1ccccc1)NC1CCCC1,2.3
O=C(NCc1ccco1)c1cc(-c2cccnc2)nc2ccccc12,-5.0
Nc1c(C(=O)NC2CC2)c2nc3ccccc3nc2n1-c1ccc2c(c1)OCO2,-4.5
CCOc1ccc2nc3cc(N=Nc4ccc(N)nc4N)ccc3c(N)c2c1,15.7
CCOc1ccccc1-n1nnnc1SCC(=O)NC(=O)Nc1ccc2c(c1)OCCO2,-3.7
Cc1cccc(C(C#N)c2nc3ccccc3nc2C(F)(F)F)c1 (stereo not drawn),1.4
COc1cccc(CNCCNC(=O)c2ccco2)c1OC,1.0
COC(=O)c1ccccc1NC(=O)CN(C1CCCCC1)S(C)(=O)=O,-6.4
O=C(c1ccccc1F)N(Cc1ccccc1)C1CCS(=O)(=O)C1 (stereo not drawn),-4.8
COC(=O)c1nn(-c2ccccc2)c(Sc2ccc(Cl)cc2)c1/C=N/O,-20.8
O=C(c1ccc(S(=O)(=O)N2CCCCC2)cc1)N1CCCc2ccccc21,1.1
CC(C)Cn1c(N)c(C(=O)COC(=O)c2ccncc2)c(=O)n(C)c1=O,11.5
O=C(NCc1ccco1)c1cc(-c2ccccn2)nc2ccccc12,-25.3
Cc1oc2nc(SCC(=O)NC3CCCCC3)nc(N)c2c1C,6.6
COc1ccc(C2C(C(=O)N3CCN(c4ccc(OC)cc4)CC3)c3ccccc3C(=O)N2C)cc1 (stereo not drawn),1.9
CCCC1(C(=O)OC)NC(c2cccc(F)c2)C2C(=O)N(CC)C(=O)C21 (stereo not drawn),-7.6
Cn1c(SCC(=O)c2ccccc2)nnc1C1CC1,1.3
O=C(c1ccc(F)cc1)N1CCN(c2ncccn2)CC1,29.9
CC(C)C(NS(=O)(=O)c1cccs1)C(=O)N(C)Cc1ccccc1 (stereo not drawn),-5.8
Cc1cc(C)nc(Nc2ccccc2Br)n1,-5.2
Cc1ccc(NS(=O)(=O)c2cc([N+](=O)[O-])ccc2NNC(=S)Nc2cccc(Cl)c2)c(C)c1,7.7
O=C(NC1CCCC1)C1CCN(c2nccs2)CC1,-12.8
O=C(c1ccc(F)cc1)[C@@H]1[C@@H](C(=O)c2ccccc2)[C@@]2(C(=O)Nc3ccccc32)[C@H]2c3ccccc3C=CN12,27.9
CCOC(=O)C(C)n1cnc2c(nnn2-c2ccccc2)c1=O (stereo not drawn),4.0
CCOc1ccc(-n2cnnn2)cc1S(=O)(=O)N1CCCCC1,4.9
N#Cc1c(C(F)(F)F)cc(-c2cccs2)nc1SCc1cccnc1,-0.4
COc1ccc(CNC(=O)C(OC(C)=O)c2ccccn2)cc1 (stereo not drawn),-0.2
O=C(O)c1ccc(C2SCC(=O)N2Cc2ccccc2)cc1 (stereo not drawn),-11.1

Reprinted from the part before: seven entries; new compounds follow.
Molecule,ARNT TACC3 PPI
O=C(NC1CCCC1)C1CCN(c2nccs2)CC1,-12.8
O=C(c1ccc(F)cc1)[C@@H]1[C@@H](C(=O)c2ccccc2)[C@@]2(C(=O)Nc3ccccc32)[C@H]2c3ccccc3C=CN12,27.9
CCOC(=O)C(C)n1cnc2c(nnn2-c2ccccc2)c1=O (stereo not drawn),4.0
CCOc1ccc(-n2cnnn2)cc1S(=O)(=O)N1CCCCC1,4.9
N#Cc1c(C(F)(F)F)cc(-c2cccs2)nc1SCc1cccnc1,-0.4
COc1ccc(CNC(=O)C(OC(C)=O)c2ccccn2)cc1 (stereo not drawn),-0.2
O=C(O)c1ccc(C2SCC(=O)N2Cc2ccccc2)cc1 (stereo not drawn),-11.1
CCOc1ccc2[nH]c(=O)c(CN(Cc3cccnc3)C(=O)Nc3ccccc3OC)cc2c1,1.5
Cc1nc2ccccc2c(=O)n1/N=C/c1ccccn1,5.5
CCc1ccc(CCC(=O)Nc2ccccc2C(=O)O)o1,1.8
O=C(NC1CCCCCC1)c1ccc(N2CCCC2=O)cc1,7.5
O=C(CC(c1ccccc1)c1ccco1)N1CCCCC1 (stereo not drawn),-1.9
COC(=O)C(CC(=O)c1ccc(Cl)cc1)c1ccc(C(C)C)cc1 (stereo not drawn),-5.5
Cc1cccc(NC(=O)CC2SC(=O)N(c3ccccc3)C2=O)c1 (stereo not drawn),-2.2
COc1ccc(CCNC(=O)COC(=O)c2ccc(Br)o2)cc1OC,-6.0
Cc1cccc(Oc2ncc(-c3ccc(Cl)cc3)cn2)c1,0.1
COc1ccc2c(c1)c1ncn(CCN3CCCCC3)c(=O)c1n2C,2.7
CCOCC(=O)N1CCc2ccccc21,0.0
CCOC(=O)C1=C(C)OC(N)=C(C(=O)OCC)C1c1ccncc1 (stereo not drawn),0.4
Cc1nn2c(-c3cccc(NC(=O)CSc4nc5ccccc5o4)c3)nnc2c2ccccc12,-7.0
O=c1c2c3c(sc2nc2n1N=C(c1cccs1)CS2)CCCC3,-13.0
CCCc1nn2c(=O)c(C(c3ccc(C)cc3)c3c(O)nc4sc(CCC)nn4c3=O)c(O)nc2s1,7.9
Nc1ccc(SC(F)(F)F)cc1C(=O)c1ccccc1,0.7
CCC(Oc1ccccc1)C(=O)N1CC(C)CC(C)C1 (stereo not drawn),0.4
O=C(CCCn1ncn2c(cc3occc32)c1=O)N1CCc2ccccc2C1,-2.8
COc1ccc(NC(=O)CSc2nnc(-c3ccccc3)n2Cc2ccco2)c(OC)c1,-1.4
CCOC(=O)c1c(NC(=O)C(Sc2ccccc2)c2ccccc2)sc(C(N)=O)c1C (stereo not drawn),-2.8
CC(=O)N(c1c(C)n(C)n(-c2ccccc2)c1=O)C1(C(=O)NC2CCCC2)CCCCC1,16.9
CCN(CC)CCCn1c(=S)[nH]c2ccccc2c1=O,-0.4
CCCc1nc(NCc2ccco2)c(C#N)c2c1COC(C)(C)C2,-4.6
CCC(C)NC(=O)COC(=O)c1cc([N+](=O)[O-])ccc1Sc1nc(C)cs1 (stereo not drawn),3.7
CC(NC(=O)C12CC3CC(CC(C3)C1)C2)c1ccc2c(c1)OCCO2 (stereo not drawn),-1.9
O=S(=O)(NCCCCCNS(=O)(=O)c1ccccc1)c1ccccc1,-3.9&-2.7
COc1cc(NC(=O)N2CCOCC2)cc(OC)c1,-1.9
COc1cccc(NC(=O)CSc2nnc(Cn3nnc4ccccc43)n2C)c1,-2.9
CCC(CC)NC(=O)CCc1nc2ccccc2c(=O)[nH]1,-6.8
CN(C)c1ccnc(Oc2ccc(C(C)(C)C)cc2)c1C#N,2.0

Not all compounds are listed. The share of hits here may be higher or lower than overall.
